# Bioassay records deposited in PubChem by Sanford-Burnham Center for Chemical Genomics.
# A3G deaminase – inhibitors of human APOBEC3G DNA deaminase | Q9HC16 | recombinant A3G, ssDNA deamination FAM/TAMRA fluorescence | inhibition, % at 20 µM | 330,000 compounds, 0.28% hits;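 active = inhibition of at least 40% at 20 µM, with no more than 30% in the related APOBEC3A deaminase screen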;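 also: plate controls were DMSO wells with A3G for no effect and wells lacking A3G enzyme for full effect; some compounds called inactive have numbers as strong as hits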
# Target sequence (Q9HC16 whole entry, looked up): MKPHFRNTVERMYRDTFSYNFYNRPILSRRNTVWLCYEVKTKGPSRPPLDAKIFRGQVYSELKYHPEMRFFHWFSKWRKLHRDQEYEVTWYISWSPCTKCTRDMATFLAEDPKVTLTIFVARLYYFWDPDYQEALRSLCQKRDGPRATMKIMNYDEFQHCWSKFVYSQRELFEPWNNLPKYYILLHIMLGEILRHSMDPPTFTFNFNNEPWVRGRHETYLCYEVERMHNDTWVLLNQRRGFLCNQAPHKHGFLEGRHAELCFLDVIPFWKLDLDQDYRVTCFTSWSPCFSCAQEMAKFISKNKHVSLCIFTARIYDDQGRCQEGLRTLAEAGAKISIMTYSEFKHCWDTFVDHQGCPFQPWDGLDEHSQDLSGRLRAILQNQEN
# CCR6 antag – CCR6 (human) receptor antagonism; P51684; CHO-K1 CCR6 PathHunter beta-arrestin, luminescence, CCL20-stimulated; inhibition, % at 20 µM; 340,000 compounds, 0.49% hits; AID 493098;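 active = compounds whose inhibition of the agonist-driven luminescence signal at 20 µM reaches about 50%, limit read from the data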;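 also: cells stimulated with CCL20 at 14 nM final; plate controls were DMSO with CCL20 for no effect and DMSO without agonist for full effect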
# CXCR6 inh – CXCR6 (human) receptor inhibition; CHO-K1 PathHunter CXCR6 beta-arrestin, luminescence; 360,000 compounds, 0.36% hits; O00574; inhibition, % at 20 µM; in the data active = inhibition above about 34%, passing the limit was not always enough;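 also: antagonist mode with CXCL16 agonist at 10 nM final; 0% = 10 nM CXCL16 with DMSO and 100% = unstimulated wells without agonist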
# Target sequence (O00574 whole entry, looked up): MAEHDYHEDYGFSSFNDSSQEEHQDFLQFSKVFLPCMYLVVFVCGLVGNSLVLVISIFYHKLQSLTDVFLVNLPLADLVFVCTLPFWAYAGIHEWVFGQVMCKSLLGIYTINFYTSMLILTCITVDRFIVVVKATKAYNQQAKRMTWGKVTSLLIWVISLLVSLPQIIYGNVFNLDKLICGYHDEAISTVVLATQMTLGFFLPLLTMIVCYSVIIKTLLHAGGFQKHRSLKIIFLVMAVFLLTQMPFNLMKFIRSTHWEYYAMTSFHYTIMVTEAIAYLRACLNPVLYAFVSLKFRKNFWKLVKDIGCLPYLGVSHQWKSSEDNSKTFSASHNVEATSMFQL
# EBI2 block – blocks human EBI2 receptor beta-arrestin signaling | P32249 | EBI2 beta-arrestin recruitment, luminescence, 7a,25-OHC stimulated | inhibition, % at 5 µM | 360,000 compounds, 0.81% hits | AID 651636; in the data active = inhibition above about 38%;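 also: enzyme fragment complementation signal reports receptor beta-arrestin coupling in cells; 0% = agonist plus DMSO wells and 100% = wells without agonist; some results beyond the cut were filed as inactive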
# Target sequence (P32249 whole entry, looked up, the tested form may be a part): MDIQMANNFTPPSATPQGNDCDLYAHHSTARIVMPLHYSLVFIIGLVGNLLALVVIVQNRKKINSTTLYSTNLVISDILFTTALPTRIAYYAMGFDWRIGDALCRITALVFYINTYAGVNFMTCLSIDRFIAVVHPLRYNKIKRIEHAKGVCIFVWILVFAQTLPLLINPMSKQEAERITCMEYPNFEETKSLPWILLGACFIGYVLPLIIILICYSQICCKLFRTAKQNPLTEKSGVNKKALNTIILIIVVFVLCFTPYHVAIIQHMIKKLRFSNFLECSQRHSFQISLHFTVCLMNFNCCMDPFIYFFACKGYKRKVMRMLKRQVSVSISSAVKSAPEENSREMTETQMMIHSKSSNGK
# Gli-Sufu block – antagonists of Gli-Sufu signaling | Sufu-KO-LIGHT fibroblasts, Gli luciferase reporter luminescence | inhibition, % at 5 µM | 340,000 compounds, 0.74% hits | AID 588413;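 active = inhibition above about 55%, limit read from the data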;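 also: 0% = DMSO-treated cells and 100% = wells with medium but no cells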
# APOBEC3A inh – inhibitors of human APOBEC3A DNA deaminase; P31941; recombinant A3A, FAM/TAMRA ssDNA deamination fluorescence; inhibition, % at 20 µM; 330,000 compounds, 0.41% hits; AID 493011;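 active = at least 40% inhibition at 20 µM here, with at most 30% in a related deaminase screen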;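 also: plate controls were A3A with DMSO for no effect and wells lacking A3A enzyme for full effect; some results filed as inactive read as strong as hits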
# MPTP block – blocks calcium-induced mitochondrial swelling | inhibition, % at 10 µM | 360,000 compounds, 1.4% hits | isolated mouse mitochondria, Ca2+ swelling absorbance, 30 min;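 active = inhibition of 50% or more, scaled per plate between neutral and stimulator controls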;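 also: 0% = DMSO wells given calcium and 100% = 1 mM EGTA wells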
# GRIN3A LBD mod – modulators (binders) of human NR3A ligand-binding domain. NR3A LBD differential scanning fluorimetry, Tm shift; 0% = protein alone, 100% = glycine-bound protein. Tm shift relative to glycine control, % at 25 µM. 340,000 compounds, 2.5% hits. AID 1259313;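 active = melting temperature shift of at least 10% of the positive control shift, at one fixed dose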
# Active calls of the source: *; . = no result given. No enrichment for hits. About 5.8% of those tested had a hit in this group.
# Short forms – A = A3G deaminase; B = CCR6 antag; C = CXCR6 inh; D = EBI2 block; E = Gli-Sufu block; F = APOBEC3A inh; G = MPTP block; H = GRIN3A LBD mod
S=c1nn[nH]c2ccccc12
  A = .; B = 19; C = 1; D = -5; E = -3; F = .; G = 0.1; H = 1
Cc1nc2c(C)cccc2cc1C(=O)N/N=C/c1ccc(N(C)C)cc1
  A = 1; B = 1; C = -5; D = -2; E = -42; F = -1; G = 1.4; H = -3
COc1cc(/C=N/Nc2nc(Nc3ccccc3)nc(N3CCCCC3)n2)ccc1OCC(=O)O
  A = -4; B = -1; C = 3; D = 5; E = -9; F = -4; G = 5.7; H = -2
O=C1/C(=C/c2cccnc2)Oc2cc(OS(=O)(=O)c3ccc(Cl)cc3)ccc21
  A = 27; B = 7; C = 2; D = 31; E = 8; F = 4; G = -1.7; H = 2
O=C(NCC(=O)N(c1cccc(F)c1)C(C(=O)NCC1CCCO1)c1ccccc1)c1ccco1 (stereo not given)
  A = -2; B = 3; C = 0; D = -9; E = 4; F = -3; G = 1.1; H = -1
Cc1cc(Cl)ccc1NNC(N)=S
  A = -4; B = -2; C = -13; D = 5; E = 3; F = -3; G = 0.7; H = 8
O=S(=O)(c1ccc(Cl)cc1)N1CCN=C1SCc1cccnc1
  A = -6; B = 15; C = -1; D = 14; E = 8; F = -3; G = 1.2; H = 0
O=C(COC(=O)c1cccnc1Cl)c1ccc(OC(F)F)cc1
  A = -4; B = -6; C = -8; D = 7; E = -3; F = 1; G = -0.3; H = 1
Cc1cccc(C(=O)Nc2ccc(C(=O)c3ccccc3)cc2)c1
  A = -3; B = -4; C = -7; D = 11; E = -24; F = -1; G = 30; H = -2
C=C(C)CSc1nc2ncc(Cl)cc2[nH]1
  A = -1; B = 7; C = 3; D = -1; E = -8; F = 1; G = 8.7; H = -1

# A draw from above in order of formula weight, high to low:
# Short forms – A = A3G deaminase; B = CCR6 antag; C = CXCR6 inh; D = EBI2 block; E = Gli-Sufu block; F = APOBEC3A inh; G = MPTP block; H = GRIN3A LBD mod
O=C(NCC(=O)N(c1cccc(F)c1)C(C(=O)NCC1CCCO1)c1ccccc1)c1ccco1 (stereo not given)
  A = -2; B = 3; C = 0; D = -9; E = 4; F = -3; G = 1.1; H = -1
O=S(=O)(c1ccc(Cl)cc1)N1CCN=C1SCc1cccnc1
  A = -6; B = 15; C = -1; D = 14; E = 8; F = -3; G = 1.2; H = 0
Cc1cccc(C(=O)Nc2ccc(C(=O)c3ccccc3)cc2)c1
  A = -3; B = -4; C = -7; D = 11; E = -24; F = -1; G = 30; H = -2

# Other records follow.
# Short forms – A = A3G deaminase; B = CCR6 antag; C = CXCR6 inh; D = EBI2 block; E = Gli-Sufu block; F = APOBEC3A inh; G = MPTP block; H = GRIN3A LBD mod
COc1cc(SC)ccc1C(=O)Nc1ccc(C)cc1C
  A = -1; B = 0; C = -5; D = 14; E = -84; F = 3; G = 1.1; H = 4
COc1ccc(N2Cc3cccc(C(=O)N4CCN(C(=O)c5ccco5)CC4)c3C2=O)cc1
  A = 29; B = 6; C = 3; D = -4; E = -5; F = 59*; G = -2.5; H = -1
Cc1ccc(-c2nc3ccccc3[nH]2)cc1NC(=O)c1sc2cc(Cl)ccc2c1Cl
  A = -9; B = 6; C = -1; D = 0; E = 15; F = -4; G = 4.0; H = 0
CCc1ccc(NC(=O)C(C)OC(=O)/C=C/c2ccc(O)c(OC)c2)cc1 (stereo not given)
  A = -5; B = -1; C = -5; D = -1; E = 5; F = -4; G = 0.9; H = -2
COc1ccccc1N(CC(=O)Nc1cccnc1)S(C)(=O)=O
  A = -2; B = 25; C = 3; D = -5; E = -1; F = -2; G = 0.2; H = -1
COc1ccc(Nc2nc(NCCO)nc(OC)n2)cc1
  A = 0; B = 14; C = 2; D = -12; E = 4; F = 3; G = -0.6; H = 0
CCN(CC)c1ccc(-n2c(C)c(C(C)=O)c(C(C)=O)c2C)cc1
  A = -3; B = 1; C = 3; D = 2; E = 9; F = -1; G = 7.2; H = -1
Cc1cc(NC(=O)CCS(=O)(=O)c2nc(-c3ccccc3)cc(C(F)(F)F)n2)no1
  A = -5; B = 18; C = 21; D = -13; E = 10; F = -4; G = 2.3; H = -1
COc1ccc(N2CCN(C(=O)C(=O)c3c[nH]c4ccccc34)CC2)cc1
  A = -4; B = 6; C = -5; D = 9; E = 2; F = -2; G = -0.1; H = 1
O=C(COC(=O)c1cc(=O)c2ccccc2o1)Nc1cc(Cl)ccc1Cl
  A = -6; B = 0; C = -1; D = -5; E = -11; F = -1; G = -0.5; H = 1
OC(c1ccccc1)(c1ccc(F)cc1)C(c1ccccc1)N1CCOCC1 (stereo not given)
  A = 0; B = 7; C = -1; D = 17; E = 21; F = -2; G = 1.7; H = 0
CCc1ccc(OCCNC(=O)OCc2ccccc2)cc1
  A = -8; B = -3; C = -10; D = 14; E = 21; F = 0; G = -0.5; H = 6
O=C(O)C1C2C=CC(C2)C1C(=O)Nc1nccs1 (stereo not given)
  A = 0; B = 3; C = 1; D = 1; E = 6; F = 4; G = -0.7; H = -1
N#Cc1cccc(NCC(=O)Nc2ccc3c(c2)OCCO3)c1
  A = -3; B = 16; C = -14; D = -4; E = -75; F = 2; G = -1.9; H = 0
CC(CCc1ccccc1)NC(=O)CNC(=O)N1CC(=O)Nc2ccccc21 (stereo not given)
  A = -1; B = -1; C = 5; D = -5; E = 1; F = -1; G = -2.4; H = -1
COc1ccc(NS(=O)(=O)c2cc(NC(=O)CCc3ccc(OC)c(OC)c3)ccc2N2CCOCC2)cc1
  A = .; B = 0; C = 0; D = 10; E = -3; F = .; G = 0.3; H = -1
COc1cc(S(=O)(=O)N(C)C2CCCCC2)c(C)cc1C
  A = .; B = -2; C = 0; D = -3; E = 6; F = .; G = -0.6; H = 2
COc1ccc(N(CC(=O)Nc2cccc(OC)c2)S(=O)(=O)c2c(C)nn(C)c2C)cc1
  A = 7; B = 9; C = -1; D = 1; E = -19; F = 4; G = 2.8; H = 1
COc1cc(NC(=O)CSc2ccc3c(c2)OCCO3)cc(OC)c1OC
  A = -4; B = -18; C = -2; D = 2; E = 10; F = -4; G = 3.5; H = 3
COC(=O)c1cc(NS(=O)(=O)c2ccc(C)c3ccccc23)ccc1N1CCOCC1
  A = -5; B = 10; C = 8; D = 14; E = -7; F = 1; G = 3.7; H = -1
COc1ccc(Cl)cc1-c1nc(-c2ccncc2)no1
  A = -5; B = 8; C = 6; D = 7; E = 2; F = -5; G = 0.0; H = 3
COc1ccc(C(=O)Nc2cc(OC)ccc2OC)cc1
  A = -4; B = 22; C = 7; D = -2; E = 5; F = -5; G = 0.4; H = 0
O=C(CSc1cccc[n+]1[O-])c1ccc(Cl)cc1
  A = -2; B = -10; C = 2; D = -14; E = -11; F = 3; G = -0.1; H = 0
COc1ccc(C2SCC(=O)N2c2ccc(OC)cc2)cc1 (stereo not given)
  A = -7; B = 20; C = 7; D = 8; E = 1; F = -4; G = -0.4; H = 2
O=C(NCCc1ccccc1)C1CCCN1C(=O)Nc1ccccc1 (stereo not given)
  A = 1; B = 17; C = 11; D = -11; E = 3; F = 10; G = -0.7; H = 0
Cc1cccc(N2CCN(C(=O)c3ccc4c(c3)OCCO4)CC2C)c1 (stereo not given)
  A = -13; B = 3; C = -16; D = -4; E = -2; F = 2; G = -1.7; H = 0
COc1ccc(C2C3C(=O)N(N(C)c4ncc(C(F)(F)F)cc4Cl)C(=O)C3ON2C)cc1 (stereo not given)
  A = -6; B = 15; C = -8; D = 9; E = -1; F = -2; G = -0.3; H = 1
O=C(Nc1ccc(Oc2ccc3ccccc3c2)cc1)c1ccco1
  A = 0; B = 1; C = -8; D = 22; E = -3; F = -1; G = 5.8; H = -2
Cc1ccc(C2CC(c3ccccc3)=NN2C(=O)CSc2nnc(-c3ccncc3)n2C)o1 (stereo not given)
  A = -2; B = -20; C = 4; D = 1; E = 4; F = 0; G = 0.9; H = 7
COC(=O)Cn1cc([N+](=O)[O-])nc1C
  A = 3; B = -1; C = -2; D = -6; E = -6; F = 2; G = 0.2; H = -4
COc1ccc(Br)cc1/C=C/C(=O)Nc1ccc2ccccc2c1
  A = -6; B = 11; C = -13; D = 9; E = 1; F = 0; G = 21; H = 15*
Cc1c(C)c2ccc(OC(C)C(=O)N[C@@H](Cc3c[nH]c4ccccc34)C(=O)O)c(C)c2oc1=O (stereo not given in full)
  A = -9; B = -13; C = 5; D = -1; E = 3; F = -2; G = -1.4; H = -5
COc1ccccc1N1CCN(S(=O)(=O)c2ccccc2)CC1
  A = -6; B = 8; C = -3; D = -1; E = -3; F = 0; G = 0.4; H = -3
COC(=O)NNC(=O)C1CCC(C)CC1 (stereo not given)
  A = -9; B = 6; C = -6; D = -4; E = -5; F = 0; G = 0.2; H = -16
CCCn1c(N2CCN(C(=O)Nc3ccccc3)CC2)nc2ccccc21
  A = -6; B = 10; C = 0; D = 7; E = 26; F = 0; G = -0.1; H = -1
CCOc1ccc(S(=O)(=O)NCCC(=O)NCC(c2ccc(F)cc2)N2CCOCC2)cc1 (stereo not given)
  A = -3; B = 5; C = 0; D = -9; E = -4; F = -1; G = -1.7; H = 2
O=C1OCCC/C1=C\c1ccc2c(c1)OCO2
  A = -7; B = 3; C = 10; D = -9; E = 40; F = 8; G = -0.6; H = 9
Cc1cc(NC(=O)c2ccccc2)sc1C
  A = -7; B = -1; C = 3; D = -9; E = 12; F = -9; G = -1.7; H = -21
CN(C)CC(O)c1ccc(C=Cc2ccc(Cl)cc2)cc1 (stereo not given)
  A = .; B = 88*; C = 19; D = -22; E = -33; F = .; G = 97*; H = -9
CC(C)(C)n1nnnc1CN1CCN2CCCC2C1 (stereo not given)
  A = -8; B = 6; C = -1; D = -3; E = 3; F = -6; G = -0.1; H = 1
Cc1onc(C(=O)N2CCN(Cc3ccccc3)CC2)c1[N+](=O)[O-]
  A = -6; B = 2; C = -3; D = 2; E = 11; F = -2; G = -2.6; H = -2
COC/C=C/C1=CC2=CC(=O)C(C)(OC(=O)C3CCCC3)C(=O)C2=CO1 (stereo not given)
  A = 4; B = 19; C = -10; D = -4; E = 9; F = 18; G = -0.7; H = -6
COc1ccc(N2C(=O)CCC(C(=O)O)C2c2ccc(OC)c(OC)c2)cc1 (stereo not given)
  A = 0; B = 0; C = 0; D = 5; E = 0; F = 1; G = 1.7; H = -1
COc1cccc(/C=C2/SC(=S)N(CC(=O)Nc3nnc(C)s3)C2=O)c1
  A = .; B = 12; C = 10; D = 6; E = -6; F = .; G = -1.2; H = -17
Cc1ccc(NC(=O)CC(=O)NCCN2CCOCC2)cc1
  A = -7; B = 0; C = 2; D = -14; E = -6; F = -3; G = 0.0; H = 0
O=C(/C=C/c1ccc([N+](=O)[O-])cc1)OCC(=O)N1c2ccccc2Sc2ccccc21
  A = -3; B = -4; C = -5; D = 15; E = -5; F = -1; G = 2.1; H = 0
CS(=O)(=O)N(CC(=O)NCc1cccnc1)Cc1ccc(Cl)cc1
  A = -6; B = 9; C = -6; D = 0; E = 2; F = 0; G = -0.3; H = 0
CCN(CC)CC(=O)c1c[nH]c2ccc(OC)cc12
  A = -2; B = 10; C = 1; D = 8; E = 2; F = -2; G = -1.1; H = -3
Oc1cccc(Nc2ncnc3c2oc2ccccc23)c1
  A = -8; B = 12; C = 1; D = 9; E = 9; F = 0; G = 0.0; H = 22*
COc1cc(C(=O)Nc2ccccc2N2CCOCC2)ccc1OCC(=O)N1CCOCC1
  A = -4; B = 6; C = 9; D = -1; E = -1; F = 6; G = 0.9; H = 0
COCc1cc(CN(C)C(=O)C2CCC(=O)N(Cc3cccc(OC)c3)C2)[nH]n1 (stereo not given)
  A = -5; B = 11; C = 2; D = -4; E = -1; F = -3; G = 0.4; H = 0
CCOC(=O)C1CCN(c2cc3c(cc2NC(=O)c2ccccc2OCC)n(C)c(=O)n3C)CC1
  A = 17; B = 21; C = 17; D = 6; E = 42; F = -1; G = -2.1; H = 7
COc1ccc(Cn2cc3c(-c4ccc(F)cc4)nnc-3c3cc(OC)c(OC)cc32)cc1
  A = -4; B = 19; C = -1; D = -36; E = 17; F = -3; G = 4.3; H = -17
